# Compound activity as filed in PubChem.
# D2 ag = activates the human D2 dopamine receptor; P14416; HEK293 T-REx D2 cells, calcium flux agonist mode; activation, % at 2 µM; hit rate 0.53% among 340,000;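 active = activation over 3 SD above normal in the single-dose calcium agonist read, cut at about 30% in these data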; note: 0% is about no effect
# Target sequence (P14416 whole entry, looked up): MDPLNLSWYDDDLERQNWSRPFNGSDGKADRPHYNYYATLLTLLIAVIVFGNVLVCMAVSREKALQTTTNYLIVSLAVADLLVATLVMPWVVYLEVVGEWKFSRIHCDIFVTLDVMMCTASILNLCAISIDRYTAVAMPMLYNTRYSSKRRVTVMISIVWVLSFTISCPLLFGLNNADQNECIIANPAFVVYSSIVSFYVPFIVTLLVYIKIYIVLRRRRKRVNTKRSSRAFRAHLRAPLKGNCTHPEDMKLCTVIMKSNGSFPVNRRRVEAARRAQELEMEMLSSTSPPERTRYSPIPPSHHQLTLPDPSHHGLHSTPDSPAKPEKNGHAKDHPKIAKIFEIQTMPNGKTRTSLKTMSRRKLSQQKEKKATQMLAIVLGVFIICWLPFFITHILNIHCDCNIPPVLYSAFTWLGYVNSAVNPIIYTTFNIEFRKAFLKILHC
#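 In this primary screen, compounds producing a positive calcium signal within 180 s of addition to tetracycline-induced, force-coupled HEK293 Trex D2 cells are flagged; cells are dye-loaded with a no-wash calcium kit beforehand.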
# D2 potentiator = positively modulates the human D2 dopamine receptor allosterically; P14416; HEK293 T-REx D2, calcium flux, EC20 dopamine potentiation; potentiation, % at 10 µM; hit rate 0.34% among 340,000; AID 485347;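 active = potentiation over 3 SD above the plate norm, cut at about 30% in these data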; note: 0% is about no effect
#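 Cells plated with tetracycline inducer and held overnight at 30 C; calcium dye loaded 30–90 min at room temperature; baseline taken, compound added and read 180 s; EC20 dopamine then added and read 180 s.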
# D1 PAM = human D1 dopamine receptor positive modulation | P21728 | HEK293 TREx D1 cells, calcium flux, dopamine EC20 potentiation | potentiation, % at 10 µM | hit rate 0.036% among 360,000 | AID 504651; in the data active = potentiation above about 30%; note: 0% is about no effect
# Target sequence (P21728 whole entry, looked up): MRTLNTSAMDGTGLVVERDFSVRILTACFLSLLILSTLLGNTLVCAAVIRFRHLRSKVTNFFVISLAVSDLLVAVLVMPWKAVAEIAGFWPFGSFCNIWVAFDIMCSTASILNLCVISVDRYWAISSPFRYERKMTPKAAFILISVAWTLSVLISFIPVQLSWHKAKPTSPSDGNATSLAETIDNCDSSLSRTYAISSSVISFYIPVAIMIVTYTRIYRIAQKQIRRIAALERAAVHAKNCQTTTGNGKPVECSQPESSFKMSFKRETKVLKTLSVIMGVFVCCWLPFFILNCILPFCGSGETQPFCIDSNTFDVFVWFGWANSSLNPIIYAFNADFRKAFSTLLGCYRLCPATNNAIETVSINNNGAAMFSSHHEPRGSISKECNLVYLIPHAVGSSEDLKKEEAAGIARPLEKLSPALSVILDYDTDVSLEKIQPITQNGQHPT
# TRHR enhancer = allosterically enhances the human TRH receptor; P34981; TRHR cells, fluo-8 calcium fluorescence, EC20 TRH enhancement; enhancement, % at 2 µM; hit rate 0.66% among 360,000; AID 493056; in the data active = enhancement above about 30%; note: 0% is about no effect
#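 TRHR-expressing cells loaded with fluo-8 calcium dye were read kinetically (ex 480/em 530) during compound addition, then stimulated with an EC20 of TRH (10 nM final). Enhancement of the Gq-mediated intracellular calcium response was scored.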
# D1 ag = agonists of human D1 dopamine receptor | HEK293 T-REx D1 cells, calcium flux, agonist mode | hit rate 1% among 360,000 | P21728 | activation, % at 2 µM; in the data active = activation above about 30%; note: 0% is about no effect
#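 Tetracycline-induced HEK293 TREx D1 cells, force-coupled to calcium signalling, were dye-loaded with a no-wash calcium kit. Compound was pin-added after a 10 s baseline. Fluorescence was read kinetically at 1 cycle/s for 180 s, with calcium rises flagged as agonism.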
# D2 antagonist = D2 dopamine receptor (human) antagonism; hit rate 2% among 340,000; inhibition, % at 10 µM; HEK293 TREx D2 cells, calcium flux, dopamine EC80; P14416; in the data active = inhibition above about 30%; note: 0% is about no effect
#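 Calcium flux kinetic readout in an inducible HEK293 TREx D2 line plated overnight at 30 C. After 180 s compound exposure, an EC80 dopamine challenge follows with another 180 s kinetic read to detect antagonism.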
# RXFP1 antagonist = RXFP1 (human) relaxin receptor antagonism; HEK293-RXFP1, relaxin-stimulated cAMP HTRF, 30 min; active compounds read low; AID 1259400; activity change, negative = inhibition, % at 57.5 µM; hit rate 0.59% among 350,000; Q9HBX9;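 active = activity change of -60% or lower, but not beyond a set lower limit; inconclusive = change between -60% and -40%, or beyond the set limit; inactive = change above -40%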; note: % is set by controls: 0 for no effect and ±100 for the full control effect
# RXFP1 agonist = agonists of human relaxin receptor RXFP1. Potency, µM (top dose mostly 57.5 µM), inactives show at the highest dose activation, most hits filed as activators. HEK293T-RXFP1 cAMP TR-FRET, 30 min; response scale: percent of porcine relaxin response, buffer zero. hit rate 0.3% among 370,000; active = well fitted activation curve with a large enough effect; inconclusive = small, poorly fitted or top-dose-only effect; note: potency is the fitted concentration of half-maximal effect; % is set by controls: 0 for no effect and ±100 for the full control effect; nearly all actives have a fitted effect of over 60% in size; many of its hits are not listed in these tables
#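 HEK293T cells stably expressing RXFP1 were pretreated with the PDE4 inhibitor Ro 20174, exposed to compounds for 30 min at 37C, lysed, and cAMP was read by TR-FRET. Data normalized to buffer (basal) and 29 nM porcine relaxin (100%).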
# D1 antag = blocks dopamine activation of the human D1 receptor | P21728 | HEK293 TREx D1 cells, calcium flux, dopamine EC80; active compounds read low | activity change, negative = inhibition, % at 10 µM | hit rate 3.2% among 360,000 | AID 504652; in the data active = activity change below about -30%; note: % is set by controls: 0 for no effect and ±100 for the full control effect
#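 Kinetic fluorescence of a calcium dye serves as the read-out. D1-expressing Hek293 Trex cells, induced overnight at 30 C, are exposed to compound for 180 s before an EC80 dopamine addition, then read 180 s further.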
# The depositor's hits bear a star; ? = inconclusive; . = not tested or not shown; & = joins results of further samples.
mol,D2 ag,D2 potentiator,D1 PAM,TRHR enhancer,D1 ag,D2 antagonist,RXFP1 antagonist,RXFP1 agonist,D1 antag
COc1ccccc1NC(=O)N1c2ccccc2NC(=O)CC1C (stereo not given),0.0,7,0,0,0,14,2,0.4%,-3
CC12CCC(=O)N1C(C(=O)Nc1nnc(SCc3ccc(F)cc3)s1)CS2 (stereo not given),-0.1,7,0,-7,0,-2,-1,-1.4%,-8
CCN(C(=O)COc1ccccc1)c1nnc(-c2cccnc2)s1,-1.4,-7,-4,-12,2,41*,-17,-0.9%,-4
COc1ccccc1CNC(=O)c1cnccn1,0.0,4,-3,2,0,2,3,2.7%,2
CCOc1ccc(C2C(C(=O)OC)=C(C)NC3=C2C(=O)c2ccccc23)cc1OC (stereo not given),1.2,10,-2,-1,-3,.,.,3.0%,-14
CCS(=O)(=O)N1CCCC(c2nc(-c3cccc(OC)c3)no2)C1 (stereo not given),0.3,2,-8,-3,7,-12,5,3.7%,10
Fc1ccc(C2=NOC(c3nnc(-c4ccccc4)o3)C2)cc1 (stereo not given),0.8,-10,-4,-2,2,28,.,1.4%,-12
COc1ccc(CCN2C(=O)CN(C3CCCCCC3)C(=O)C2c2ccc(C)cc2)cc1OC (stereo not given),1.4,-11,2,-2,-1,.,-3,1.4%,11

# (listing goes on)
mol,D2 ag,D2 potentiator,D1 PAM,TRHR enhancer,D1 ag,D2 antagonist,RXFP1 antagonist,RXFP1 agonist,D1 antag
Cc1ccsc1/C=N\NC(=O)CC(=O)NCc1ccccc1,2.3,8,5,-1,0,-6,-1,-0.3%,-1
CCCCC(=O)Nc1ccc(C)c(S(=O)(=O)N2CCCCCC2)c1,0.9,-9,.,-7,29,25,-5,2.0%,-18
C=C1c2cc(OC)ccc2NC(=O)N1CC,1.2,1,-1,-2,0,7,-10,3.1%,-7
Cc1ccc(NS(=O)(=O)c2c(C)[nH]c(=O)[nH]c2=O)cc1C,-0.1,6,0,6,0,5,5,1.9%,9
O=c1c2ccccc2nc(N/N=C/c2c(O)ccc3ccccc23)n1O,0.1,2,0,0,3,10,?,-1.0%,10
O=C(O)Cn1c(O)c(C=Nc2ccccc2)sc1=S,0.8&-0.3,2&0,-5&1,-11&1,0&3,5&3,5&-5,-2.1%&-1.1%,2&14
COc1ccccc1N1CCN(c2cc(=O)n(-c3ccc(Br)cc3)c(=O)[nH]2)CC1,0.3,12,0,1,2,6,-30,0.7%,17
O=C(CCN1C(=O)/C(=C/C=C/c2ccccc2)SC1=S)Nc1nccs1,-1.4,8,2,0,1,4,6,-1.7%,2

# Quoted at random: 5 entries already listed
mol,D2 ag,D2 potentiator,D1 PAM,TRHR enhancer,D1 ag,D2 antagonist,RXFP1 antagonist,RXFP1 agonist,D1 antag
Cc1ccsc1/C=N\NC(=O)CC(=O)NCc1ccccc1,2.3,8,5,-1,0,-6,-1,-0.3%,-1
CCS(=O)(=O)N1CCCC(c2nc(-c3cccc(OC)c3)no2)C1 (stereo not given),0.3,2,-8,-3,7,-12,5,3.7%,10
Cc1ccc(NS(=O)(=O)c2c(C)[nH]c(=O)[nH]c2=O)cc1C,-0.1,6,0,6,0,5,5,1.9%,9
COc1ccccc1CNC(=O)c1cnccn1,0.0,4,-3,2,0,2,3,2.7%,2
CCCCC(=O)Nc1ccc(C)c(S(=O)(=O)N2CCCCCC2)c1,0.9,-9,.,-7,29,25,-5,2.0%,-18

# Following part:
mol,D2 ag,D2 potentiator,D1 PAM,TRHR enhancer,D1 ag,D2 antagonist,RXFP1 antagonist,RXFP1 agonist,D1 antag
S=C(NCCCc1ccccc1)Nc1ccccc1Cl,.,.,-7,-5,5,.,-6,5.0%,2
Fc1ccccc1CSc1nc2ncc(Br)cc2[nH]1,-0.3,-5,-3,-5,1,1,-11,0.2%,-20
NC(=O)C1CCN(C(=O)c2ccc(-c3ccccc3Cl)o2)CC1,-0.2,-10,.,6,3,23,-7,0.7%,-2
O=C(O)c1ccc(N/N=C/C=C/c2ccccc2)cc1,1.0,20,2,5,4,-8,-11,6.0%,18
COc1ccccc1CNC(=O)COc1ccc(S(=O)(=O)N2CCOCC2)cc1C,-0.2,8,.,8,18,2,7,-2.8%,0
Cc1sc(-n2c(C)cc(/C=C3\SC(=S)NC3=O)c2C)c(C#N)c1C,1.0,-6,-1,-11,9,6,-105*,1.1%,19
CN(C)CCCn1c(N)c(C#N)c2nc(C#N)c(C#N)nc21,0.5,-5,-4,10,0,-5,-1,4.4%,-6
Cc1ccc(S(=O)(=O)CCC(=O)Nc2ccc(Br)cc2)cc1,-0.2,-4,-3,3,-1,-6,-3,4.5%,-3

# More results follow:
mol,D2 ag,D2 potentiator,D1 PAM,TRHR enhancer,D1 ag,D2 antagonist,RXFP1 antagonist,RXFP1 agonist,D1 antag
CCOc1ccc(NC2C=CS(=O)(=O)C2)cc1 (stereo not given),.,.,-8,3,1,.,-1,-0.3%,16
Cc1cccc(N2C(N)=C(C#N)C(C#N)(C#N)C2c2ccccc2)c1 (stereo not given),0.3,-17,4,4,-1,-15,-11,4.8%,10
COC(=O)C(C)NC(=O)C(C)NC(=O)OCc1ccccc1 (stereo not given),0.2,3,-4,2,2,-18,2,-0.3%,-8
CCN(CCCNC(=O)Cn1ncc2c([nH]c3ccc(C)cc32)c1=O)c1ccccc1,-0.2&-0.7,-3&0,-8&-3,15&14,2&1,-1,-24&-1,5.0%&0.0%,12&-2
COc1ccc(N(CC(=O)N/N=C/c2cccc3c2OCCO3)S(=O)(=O)c2ccc(NC(C)=O)cc2)cc1,-0.1,-20,-4,1,4,45*,-10,-2.6%,-4
O=C(NNc1ccccn1)c1ccccc1CC[N+](=O)[O-],0.5,5,-10,-9,2,-5,-18,-1.2%,-44*
O=C1c2ccccc2C(=O)c2c1cccc2N1CCCC1,-1.0,5,-10,-5,0,-29,2,1.4%,-2
O=C(Nc1ccccc1)c1ccc2c(c1)OCCO2,0.5,6,-2,1,1,-21,-4,1.7%,5

# As a working copy, part of the list above.
mol,D2 ag,D2 potentiator,D1 PAM,TRHR enhancer,D1 ag,D2 antagonist,RXFP1 antagonist,RXFP1 agonist,D1 antag
COC(=O)C(C)NC(=O)C(C)NC(=O)OCc1ccccc1 (stereo not given),0.2,3,-4,2,2,-18,2,-0.3%,-8
CCN(CCCNC(=O)Cn1ncc2c([nH]c3ccc(C)cc32)c1=O)c1ccccc1,-0.2&-0.7,-3&0,-8&-3,15&14,2&1,-1,-24&-1,5.0%&0.0%,12&-2
COc1ccc(N(CC(=O)N/N=C/c2cccc3c2OCCO3)S(=O)(=O)c2ccc(NC(C)=O)cc2)cc1,-0.1,-20,-4,1,4,45*,-10,-2.6%,-4

# (more compounds)
mol,D2 ag,D2 potentiator,D1 PAM,TRHR enhancer,D1 ag,D2 antagonist,RXFP1 antagonist,RXFP1 agonist,D1 antag
Cc1cccc(N(C(=O)c2csnn2)C(C(=O)NCc2ccccc2)c2ccncc2)c1 (stereo not given),-0.1,2,3,3,7,13,-19,1.9%,-6
COc1ccc(NC(=O)CC2C(=O)N(c3ccc(F)cc3)C(=O)N2CCc2sccc2C)cc1 (stereo not given),0.5,-2,-3,1,4,.,.,-0.5%,-3
COc1cccc(NC(=O)C2CCN(S(=O)(=O)c3c(C)noc3C)CC2)c1,-0.1,0,2,3,2,.,.,2.8%,-21
Cc1nnc(SCC2=C(C(=O)O)N3C(=O)C(NC(=O)Cn4ncc(Cl)c4C)C3SC2)s1 (stereo not given),0.1,-2,-1,-2,1,-9,-29,4.3%,0
CCOC(=O)c1sc(-c2ccccn2)nc1C,3.8,0,-3,16,1,-5,-8,3.0%,0
C[C@@H](NC(=O)C1(c2ccccc2)CCN(C(=O)OC(C)(C)C)CC1)C(=O)N[C@@H](Cc1ccccc1)C(=O)O,-1.3,-5,-3,30,0,0,.,0.1%,10
Nc1c(S(=O)(=O)c2cccs2)c2nc3ccccc3nc2n1/N=C/c1cccc(O)c1,-0.2,-3,-2,-2,2,-15,5,-0.4%,-18
CCO/C=N/Nc1nc(C(F)(F)F)nc2c1cnn2Cc1ccccc1,-1.5,-6,-8,-15,1,5,-8,-2.4%,-2

# Going on with the list.
mol,D2 ag,D2 potentiator,D1 PAM,TRHR enhancer,D1 ag,D2 antagonist,RXFP1 antagonist,RXFP1 agonist,D1 antag
COc1ccc(-c2nnn(CC(=O)N(CCCO)C(C(=O)NC3CCCC3)c3ccncc3)n2)cc1 (stereo not given),0.2,.,1,18,2,-2,-12,1.0%,6
C=CCNc1nc(C(=O)OCC(=O)c2cccc(Br)c2)cs1,-0.6,0,-4,6,2,-4,3,2.6%,5
C[C@H](Cc1ccccc1)Nc1ncnc2c1ncn2[C@@H]1O[C@H](CO)[C@@H](O)[C@H]1O,-0.2,9,-3,11,-1,-20,.,11µM*,-7
O=C(/C=C/c1ccc(S(=O)(=O)N2CCOCC2)cc1)NCCCn1ccnc1,-0.2,-1,-3,-2,3,-11,1,2.1%,-3
CCN(CC(=O)Nc1ccc2c(c1)OCCO2)Cc1cc(=O)n2ccsc2n1,-0.3,0,-1,14,-2,3,-6,4.2%,-6
COc1ccccc1NC(=S)N1CCN(C(=O)C2CCCO2)CC1 (stereo not given),-0.3,3,1,-4,2,-4,1,0.6%,8
O=C(O)c1ccc(/C=N/NC(=S)NCCN2CCOCC2)cc1,1.2,5,-2,-1,4,2,-20,-2.1%,6
CCc1ccc(NC(=O)C2CCN(S(=O)(=O)c3c(C)noc3/C=C/N(C)C)CC2)cc1,-0.4,14,0,-1,1,-6,-62*,1.9%,-2

# Next section
mol,D2 ag,D2 potentiator,D1 PAM,TRHR enhancer,D1 ag,D2 antagonist,RXFP1 antagonist,RXFP1 agonist,D1 antag
CCOc1ccc(CNC(=O)c2ccc(CS(=O)Cc3ccc(Cl)cc3)o2)cc1 (stereo not given),0.2,2,0,-2,0,.,1,-0.3%,-10
C#CCSc1nc2sc3c(c2c(=O)n1C)CCC3,0.0,-1,7,2,2,18,2,-0.2%,15
Cc1ccc(C)c(NC(=O)CCC(=O)NN=C2CCCC2)c1,0.0,0,1,13,1,25,4,-1.2%,4
Cc1ccc(C(=O)NCc2nnc(SCC(=O)NC(C)c3ccccc3)n2C)cc1 (stereo not given),0.6,-6,-1,43*,2,-4,-13,1.6%,1
CC(C)(C)C(=O)NC(=S)Nc1cc(C(=O)O)ccc1Cl,0.1,-2,3,-3,4,-15,-8,-1.6%,6
CC1CCN(C(=O)Cn2nnc(-c3ccccc3)n2)CC1,0.2,1,-5,-13,1,-4,-4,2.2%,11
Cc1ccc(-n2c(C)nnc2SCC(=O)N(C)c2c(N)n(Cc3ccccc3)c(=O)[nH]c2=O)cc1,0.5,5,.,0,2,8,5,0.1%,20
CCSc1nnc(NC(=O)Cc2ccc(OC)c(OC)c2)s1,-0.6,2,-9,-5,2,3,-7,1.2%,-33*

# An excerpt; count on the stated rates, not on these rows.
